Rtt109 HAT inh: C. albicans Rtt109 histone acetyltransferase inhibition; purified Rtt109/Vps75, ThioGlo CoA-SH fluorescence, 4 h; inhibition, % at 34.9 µM; 330,000 tested, 0.16% active; AID 540336;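 active means inhibition of at least 50% in every replicate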
Target sequence (Q5AAJ8 whole entry, looked up): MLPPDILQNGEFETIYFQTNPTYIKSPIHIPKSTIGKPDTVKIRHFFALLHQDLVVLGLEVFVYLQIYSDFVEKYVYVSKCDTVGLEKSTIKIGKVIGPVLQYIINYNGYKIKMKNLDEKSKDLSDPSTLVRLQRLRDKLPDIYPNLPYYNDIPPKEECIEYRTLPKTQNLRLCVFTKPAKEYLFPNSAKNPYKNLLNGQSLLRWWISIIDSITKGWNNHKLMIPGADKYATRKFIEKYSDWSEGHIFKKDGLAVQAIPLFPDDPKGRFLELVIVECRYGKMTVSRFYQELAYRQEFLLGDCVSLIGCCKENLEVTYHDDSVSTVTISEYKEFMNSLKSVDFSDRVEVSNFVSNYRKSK
Keap1 Nrf2 FP: inhibitors of human Keap1-Nrf2 protein-protein interaction. Keap1 Kelch-Nrf2 peptide fluorescence polarization, 1536-well. inhibition, % at 9.4 µM. 340,000 tested, 0.15% active; in the data active means inhibition above about 12%;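 further: human Keap1 Kelch domain with fluorescein labeled Nrf2 9mer peptide probe; 0% = neutral control wells and 100% = peptide positive control; higher means more block of Keap1 binding to Nrf2 peptide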
Target sequence (Q14145 whole entry, looked up, the tested form may be a part): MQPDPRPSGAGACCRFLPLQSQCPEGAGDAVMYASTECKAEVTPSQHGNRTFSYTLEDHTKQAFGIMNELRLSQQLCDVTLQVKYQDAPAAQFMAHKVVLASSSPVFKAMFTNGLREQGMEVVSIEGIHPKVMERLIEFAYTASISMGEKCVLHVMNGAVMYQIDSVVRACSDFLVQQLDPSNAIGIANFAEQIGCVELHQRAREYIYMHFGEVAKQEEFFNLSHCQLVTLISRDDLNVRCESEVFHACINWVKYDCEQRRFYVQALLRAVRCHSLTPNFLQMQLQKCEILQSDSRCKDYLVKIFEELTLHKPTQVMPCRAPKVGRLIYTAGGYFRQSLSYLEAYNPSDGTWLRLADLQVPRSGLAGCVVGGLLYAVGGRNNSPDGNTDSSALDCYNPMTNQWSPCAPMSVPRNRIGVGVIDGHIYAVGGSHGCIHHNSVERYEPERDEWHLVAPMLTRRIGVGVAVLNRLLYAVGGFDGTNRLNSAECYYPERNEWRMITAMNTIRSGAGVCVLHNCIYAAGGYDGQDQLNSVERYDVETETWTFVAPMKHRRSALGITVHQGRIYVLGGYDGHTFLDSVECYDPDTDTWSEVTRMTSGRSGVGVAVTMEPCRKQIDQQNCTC
C-LANA FP: inhibitors of KSHV LANA C-terminal domain DNA binding; MBP-C-LANA/FAM-LBS DNA binding, fluorescence polarization; inhibition, % at 9 µM; 340,000 tested, 0.078% active; AID 504423;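 active means highest replicate inhibition at or above 60% at 9 µM, even if other replicates fall short; inactive means all replicates below 60% inhibition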;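 further: 0% = neutral control wells and 100% = 4 µM acridine orange control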
CAL PDZ FP-1: inhibitors of human CAL PDZ peptide binding; 300,000 tested, 0.92% active; purified CAL PDZ, TMR-peptide fluorescence polarization, 1 h; inhibition, % at 24.9 µM; AID 602252;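 active means mean inhibition of at least 30% with at least half of replicates also reaching 30%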;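 further: 0% = DMSO neutral control and 100% = excess unlabeled competitor peptide PRC23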
DAGLB inhibitor: blocks human DAGLB lipase activity. Q8NCG7. HEK293T DAGLB membrane lysate, EnzChek fluorogenic substrate. inhibition, % at 5.17 µM. 340,000 tested, 0.059% active. AID 504411; in the data active means inhibition above about 34%;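 further: 0% = enzyme with vehicle and 100% = wells lacking enzyme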
CAL PDZ FP-2: inhibitors of human CAL PDZ peptide binding. Q9HD26. purified CAL PDZ, TMR-peptide fluorescence polarization, 1 h. inhibition, % at 20 µM. 330,000 tested, 0.02% active. AID 504414;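 active means highest replicate inhibition of at least 40%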;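 further: plate controls were DMSO neutral control wells for no effect and unlabeled competitor peptide control wells for full effect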
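Assay system – tagged CAL PDZ protein CerCALP, purified · Timing – 1 h at RT · Compound – single point, 20 µM · Measured by – fluorescence polarization from S- and P-plane intensities, G-factor corrected · Evaluation – inhibition from polarization loss · Probe or stimulus – TMR reporter peptide T*-PRC34 · Buffer or medium – pH 7.4 phosphate-saline buffer, reducing agent, detergent, IgG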
Cardiac RTF inh: cardiac RTF calcium desensitization; AID 493244; IANBD-labeled cardiac RTF, Ca2+ fluorescence; inhibition, % at 7.15 µM; 340,000 tested, 0.12% active; P19429+P45379;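 active means inhibition above the mean inhibition of all tested compounds plus 3 SD, cut at about 17% in these data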;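 further: assay run at fixed EC70 calcium of 1.6 mM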
PKA-R2B act: PKA-R2B complex activation; PKA-R2B holoenzyme dissociation, Cy5-IP20 fluorescence polarization; R2B truncated from residue 108, S112A mutant; 0% DMSO only, 100% 113 µM cGMP; P22694+P31323; activation, % at 11.4 µM; 340,000 tested, 0.079% active;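 active means activation above a cutoff set at the mean over all compounds plus 3 SD, cut at about 18% in these data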;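 further: higher means more holoenzyme dissociation and a rise in polarization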
SR-BI DiI-HDL act: enhances SR-BI lipid uptake from DiI-HDL; CHO ldlA[mSR-BI] cells, DiI-HDL uptake fluorescence, 3 h; 100 = double the neutral-control signal; activation, % at 12.5 µM; 320,000 tested, 0.096% active; AID 504775;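 active means mean replicate activation of at least 60% and every replicate at or above 60%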;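 further: 0% = median plate neutral-control signal and 100% = twice that signal; values of inactives mirror those of a sister screen read the other way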
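Assay system: CHO ldlA[mSR-BI] cells, LDL receptor-null, SR-BI overexpressing; medium: Ham's F12 with 0.5% BSA, HEPES 25 mM, pH 7.4; also added: DiI-HDL 10 µg/mL; timing: 3 h uptake period with compound, 37 °C; signal: DiI fluorescence, bottom read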
cardiac RTF act: cardiac RTF calcium sensitization | P19429+P45379 | IANBD-labeled TnC RTF fluorescence at EC20 calcium; 0% EC20 calcium, 100% full calcium | activation, % at 7.2 µM | 340,000 tested, 0.24% active | AID 493008;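 active means activation above the mean over all tested compounds plus 3 SD, cut at about 30% in these data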;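 further: rise in fluorescence read as greater calcium sensitivity of cardiac thin filaments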
Active calls of the source: *; . = not tested or not shown.

Sample of the layout:
SMILES	Rtt109 HAT inh	Keap1 Nrf2 FP	C-LANA FP	CAL PDZ FP-1	DAGLB inhibitor	CAL PDZ FP-2	Cardiac RTF inh	PKA-R2B act	SR-BI DiI-HDL act	cardiac RTF act
COc1cc(OC)c(OC)cc1/C=N/NC(=O)c1cccc(S(=O)(=O)N2CCOCC2)c1	6	0	0.6	.	1	-0.1	-7	1	-60	-3
CC(OCC(O)CN(C)CCOc1ccccc1)c1ccc(Cl)cc1 (centres undefined)	-9	-2	-0.5	1	-3	-1.2	-4	-2	5	1

The list itself, from the start:
SMILES	Rtt109 HAT inh	Keap1 Nrf2 FP	C-LANA FP	CAL PDZ FP-1	DAGLB inhibitor	CAL PDZ FP-2	Cardiac RTF inh	PKA-R2B act	SR-BI DiI-HDL act	cardiac RTF act
COc1cc(OC)c(OC)cc1/C=N/NC(=O)c1cccc(S(=O)(=O)N2CCOCC2)c1	6	0	0.6	.	1	-0.1	-7	1	-60	-3
CC(OCC(O)CN(C)CCOc1ccccc1)c1ccc(Cl)cc1 (centres undefined)	-9	-2	-0.5	1	-3	-1.2	-4	-2	5	1
COc1cc(-n2ccnc2SC)c(Cl)cc1Cl	-10	5	-0.4	54*	-1	-0.2	-5	3	0	3
Cc1ccccc1CSCCNC(=S)Nc1ccccc1	19	-5	-0.9	2	-5	-2.2	-4	2	-22	-5
CCOC(=O)N1CCN(C(=O)CN(c2ccccc2)S(C)(=O)=O)CC1	4	-2	0.8	-3	1	.	-12	-6	-2	13
COc1cccc(NC(=O)CSc2nnc(C3CCCCC3)n2N)c1	0	-1	-1.0	-3	2	-0.3	-5	-8	-4	-2
COc1ccc(C(C)(C)C)cc1NC(=O)c1[nH]c(C)c(C(C)=O)c1C	-5	-1	-0.2	6	-2	-0.4	3	9	-57	-4
Cc1ccc2c(CC(=O)NCC(=O)Nc3c(C)cccc3C)coc2c1	3	2	0.9	-1	-2	-2.0	-1	-6	-20	-4
COC(=O)c1sc(N)c(C(=O)OC)c1CSc1nc2sc3c(c2c(=O)n1C)CCC3	0	-2	1.4	-6	0	.	-5	-6	-31	8
Cc1ccc(C)c(CNS(=O)(=O)c2c(C)[nH]c(C)c2C(=O)N2CCCC2)c1	-4	1	0.8	-6	1	-0.3	-3	7	30	-6
Cc1ccc(C)c(NC(=O)CCC(=O)NNC(=O)c2cccs2)c1	-8	4	-0.2	-3	1	-0.2	-7	-7	15	5
CN(/N=C\c1ccc(O)c(O)c1)c1nc(-c2ccccc2)cc(-c2ccccc2)n1	-5	-2	-0.6	-4	4	-2.4	-2	-4	-112	-6
C#CCn1ccc(O)c(Cc2ccccc2)c1=O	11	-2	-0.8	29	-1	-2.1	-12	-2	6	4
Cc1ccc(-n2nc3c(N4CCC(C(=O)NCCc5cccs5)CC4)nnc(C)c3c2C)cc1	5	0	-3.2	1	3	-1.7	8	-2	-21	1
COc1ccccc1-n1cnnc1SCC(=O)c1c[nH]c2ccccc12	-19	-6	-0.1	3	-2	-2.0	-1	-7	35	-3
CCn1c(N)[n+](CC(=O)Nc2ccc(SC(F)F)cc2)c2ccccc21	8	2	-1.5	-2	3	-4.6	3	0	12	2
Cc1nn(CC(=O)Nc2cccc(C(F)(F)F)c2)c(=O)c2cccn12	9	0	0.0	-1	-1	-1.2	-7	-13	9	-3
CC1SC(c2ccccc2Cl)NC1=O (centres undefined)	-3	-2	0.5	-2	2	0.3	0	-1	10	-4
Cc1cc(Br)ccc1NC(=S)NCCc1ccccc1	-1	0	1.5	2	-2	-2.8	-7	-11	-64	8
CCCCCCc1c(C)c2ccc(OCC(=O)N3CCC[C@H]3C(=O)O)c(C)c2oc1=O	7	-6	3.3	-3	4	-1.1	4	-1	-10	8
O=C(O)c1ccccc1NN=Cc1ccccc1	5	5	-4.9	-3	6	-3.6	-12	0	-29	8
CC(CC(=O)Nc1cc([N+](=O)[O-])ccc1Cl)c1ccccc1 (centres undefined)	-6	4	0.0	-3	-4	.	0	-8	-41	4
CCOC(=O)c1c(CSc2ccccc2)oc2ccc(O)cc12	.	-5	-0.5	-2	-3	-1.6	3	2	-41	-1
COc1ccc(CNC(=O)c2cc(SC)ccc2Cl)cc1OC	7	-2	-0.6	.	-2	-0.7	2	-13	-19	1

Arranged by the number under C-LANA FP (descending): four of the compounds above.
structure,C-LANA FP
CCCCCCc1c(C)c2ccc(OCC(=O)N3CCC[C@H]3C(=O)O)c(C)c2oc1=O,3.3
CC(CC(=O)Nc1cc([N+](=O)[O-])ccc1Cl)c1ccccc1 (centres undefined),0.0
COc1ccccc1-n1cnnc1SCC(=O)c1c[nH]c2ccccc12,-0.1
C#CCn1ccc(O)c(Cc2ccccc2)c1=O,-0.8

The list continues:
SMILES	Rtt109 HAT inh	Keap1 Nrf2 FP	C-LANA FP	CAL PDZ FP-1	DAGLB inhibitor	CAL PDZ FP-2	Cardiac RTF inh	PKA-R2B act	SR-BI DiI-HDL act	cardiac RTF act
COc1ccc(C2CC(C(F)(F)F)n3nc(C(=O)NCCN4CCOCC4)cc3N2)cc1 (centres undefined)	-3	5	-0.9	-3	-1	-0.3	-4	5	3	4
CN1C2CCC1/C(=C\c1ccccc1)C(=O)/C2=C\c1ccccc1	-8	0	-6.3	-4	-5	-0.9	-11	-5	-13	-17
CC(=O)Nc1cccc(NS(=O)(=O)c2ccccc2[N+](=O)[O-])c1	4	-7	-0.9	3	2	-1.1	-1	-3	-13	1
O=C(CSc1nc2ccccc2o1)N1CCN(c2ccccc2)CC1	-9	-1	0.7	.	-1	0.2	-4	-6	32	3
Cc1ccc2nc(CSc3nnc4ccccn34)cc(=O)n2c1	0	-1	-0.2	-2	0	0.6	-5	5	15	5
COc1ccc(Cl)cc1NS(=O)(=O)c1cccc(C(=O)NCC(c2ccco2)N(C)C)c1 (centres undefined)	4	1	-2.9	0	0	-2.7	-12	-6	4	0
O=C(Nc1cc(S(=O)(=O)N2CCOCC2)ccc1-n1cncn1)c1ccc(Cl)cc1	8	1	-0.2	0	-3	-3.6	0	3	.	3
CC1CCN(C(=O)c2ccc(N3C(=O)C4CCC(C)CC4C3=O)cc2)CC1 (centres undefined)	8	-4	-0.1	0	-1	0.8	-3	-1	7	8
O=C1C2C3C=CC([C@@H]2C(=O)N1C1CC1)[C@H]1C(=O)N(C2CC2)C(=O)C31 (some centres undefined)	3	-4	-0.2	-2	1	-2.5	-1	2	-4	2
Cc1ccc(-c2noc(C3CCN(C(=O)Nc4ccc(C#N)cc4)CC3)n2)o1	-8	-4	-0.5	-3	-5	-0.7	-3	2	-69	-5
COc1ccc(N2C(=O)CC(N3CCOCC3)C2=O)cc1 (centres undefined)	-1	-3	-0.9	-1	2	-1.7	-8	7	.	0
CCC1Oc2ccccc2N(Cc2ccccc2C)C1=O (centres undefined)	-12	-6	-0.2	.	-8	-1.4	3	-4	-31	-4
CCC(C)NC(=O)C(Cc1ccccc1)n1cccc1 (centres undefined)	-8	5	-0.2	.	0	-0.2	-3	6	2	-4
CC(CCc1ccccc1)NC(=O)CN1C(=O)NC2(CCCCC2)C1=O (centres undefined)	.	-6	-0.1	-3	1	-0.6	-7	-5	10	3
CCOc1ccc(NC(=O)COc2ccccc2)c([N+](=O)[O-])c1	-1	0	0.8	4	-18	0.2	-7	8	-36	2
Cc1ccc(Cc2c[nH]c(=S)s2)cc1	-4	-1	1.7	.	0	0.2	-3	5	4	-4
COc1ccc(CC(=O)NCc2ccc(-n3cccc3)cc2)cc1OC	4	-7	-3.1	-2	-1	-0.2	5	6	14	-4
Fc1cccc(Cc2noc(CN3CCN(c4cnccn4)CC3)n2)c1	3	1	-1.3	-4	-1	-2.3	-16	6	9	-2
COc1ccc(OC)c(NC(=O)C2CCN(S(=O)(=O)c3c(C)noc3C)CC2)c1	40	-1	-0.7	3	-1	-1.3	-8	-8	-19	5
OC(CN1CCOCC1)(c1ccccc1)c1ccccn1 (centres undefined)	-4	-3	0.0	1	-1	-0.1	-6	1	-1	-5
c1ccc(Nc2cc(-c3ccccc3)nc3ncnn23)cc1	19	5	3.5	0	-2	-2.9	2	5	-3	2
COc1cc(NC(=O)CSCc2ccccc2)c(C(=O)O)cc1OC	-12	-2	1.2	-4	2	-0.1	2	1	2	4
Cc1ccc(S(=O)(=O)N2CCN(C(C)C(=O)Nc3ccccc3-c3ccccc3)CC2)cc1 (centres undefined)	-3	3	0.9	2	-5	-1.4	-7	-5	-10	2
CN1C(=O)NC(NC(=O)c2cccs2)(C(F)(F)F)C1=O (centres undefined)	-4	1	1.2	0	-1	0.8	6	-1	12	-2
Cc1ccc(C2=NNC(c3cccc(F)c3)S2)cc1 (centres undefined)	.	-1	-2.0	-9	-9	-0.1	-1	5	-5	3
C=CCOc1ccc(C2OC34CCCCC3C(C#N)(C#N)C2(C#N)C(=N)O4)cc1 (centres undefined)	-317	11*	36	4	2	0.0	-32	6	14	27
CCN(CC)CCCNC(=O)C(C)n1c2ccccc2c2nc(=O)cc(C)n21 (centres undefined)	-6	-3	1.9	-1	1	0.2	3	-3	8	4
CCN1CCN(c2cc(C)c3cc(NC(=O)c4cccc(OC)c4)ccc3n2)CC1	2	1	-0.6	14	0	1.8	-19	7	.	-3
CC(NC(=O)CN(C)S(=O)(=O)c1ccc(F)cc1)C1CC2CCC1C2 (centres undefined)	-4	-1	-0.8	0	-3	-0.3	-1	6	-3	3
CCOC(=O)COc1cccc2c(=O)n(CC(=O)NCc3ccc4c(c3)OCO4)ccc12	-2	3	1.2	.	2	0.3	-7	-1	16	-3
CN(C(=O)c1cccc(NC(=O)Cc2ccc(NC(=O)C3CCN(C(=O)C4CCCCC4)CC3)cc2)c1)C1CCCCC1	4	-4	0.2	-5	1	-3.0	-8	-7	-51	1
CC(C)(C)c1ccccc1NC(=O)c1cccnc1	24	-8	4.0	-2	1	-2.2	-9	7	7	2
COc1ccc(NC(=S)Nn2cnnc2)c(OC)c1	-10	1	-1.9	6	2	-1.9	0	-10	2	-3
CCCCCCNCc1ccc(Br)cc1	16	1	2.0	-1	-2	-1.7	-3	-6	30	3
CC(C)c1ccccc1NC(=O)c1ccco1	4	-3	1.8	-1	1	-0.3	-2	3	21	3
N#Cc1ccccc1S(=O)(=O)N1CCN(C(=O)CN2C(=O)NC3(CCCC3)C2=O)CC1	7	0	-2.1	-4	-1	-1.1	-9	-7	-2	-5
c1ccc2c(-c3cncc4ccccc34)cncc2c1	18	-3	-2.5	-3	-3	-0.1	-6	3	2	-6
COc1cc2c(cc1OC)CN(C(=O)C1(c3ccccc3)CC1)CC2	3	-1	-0.4	-3	-2	0.3	-5	6	-13	5
COc1ccc(NC(=O)c2ccc([N+](=O)[O-])cc2[N+](=O)[O-])c(OC)c1	6	-1	-0.5	.	1	0.2	-7	3	-15	4

Assay outcomes as filed in PubChem BioAssay.
